# MC4R antag cAMP: human MC4R antagonism in cAMP assay. AID 540295. 360,000 tested, 0.48% active. MC4R-expressing cells, MTII-stimulated cAMP, LANCE TR-FRET. P32245. inhibition, % at 6.5 µM;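 active means inhibition above its plate's cutoff, the mean of tested wells on that plate plus 3 SD, cut at about 29% in these data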;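 further: 0% = Melanotan II alone and 100% = Melanotan II plus saturating MCL0020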
# Target sequence (P32245 whole entry, looked up): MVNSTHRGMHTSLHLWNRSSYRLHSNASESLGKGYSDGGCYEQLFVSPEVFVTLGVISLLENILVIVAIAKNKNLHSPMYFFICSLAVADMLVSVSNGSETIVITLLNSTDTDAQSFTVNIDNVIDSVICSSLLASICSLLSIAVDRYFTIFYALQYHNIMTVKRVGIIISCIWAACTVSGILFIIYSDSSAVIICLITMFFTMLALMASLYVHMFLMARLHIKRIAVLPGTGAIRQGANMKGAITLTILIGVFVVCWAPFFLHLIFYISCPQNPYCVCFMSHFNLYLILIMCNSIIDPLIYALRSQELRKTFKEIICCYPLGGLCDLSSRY
#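 Material: U2OS-MC4R stable cell line | Reagent: Melanotan II challenge after compound preincubation | Doses: One concentration, 6.5 µM nominal | Incubation: 30-min compound preincubation, 1-h Melanotan II challenge, 1-h detection, room temperature | Signal: TR-FRET cAMP assay | Replicates: One well per compound, no replicates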
# ABCB6 inh MLPCN: blocks the human ABCB6 transporter | K562-ABCB6 porphyrin accumulation, flow cytometry, 1 h; stronger effect = lower value | fluorescence ratio to DMSO, % at 10 µM | 360,000 tested, 0.19% active | AID 602162;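 active means fluorescence ratio to DMSO below 75%, the collection mean minus 3 SD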;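 further: signal is porphyrin accumulated inside mitochondria; 100% equals median channel fluorescence of DMSO control wells; lower ratio means ABCB6 inhibition with less porphyrin fluorescence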
# MC4R barr agon: activates human MC4R beta-arrestin recruitment; P32245; U2OS MC4R beta-arrestin complementation, luminescence; percent of melanotan II response, DMSO zero; activation, % at 8.9 µM; 360,000 tested, 0.98% active;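 active means activation above a per-plate cutoff, the mean activation of sample wells on that plate plus 3 SD, cut at about 8% in these data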
# SRC2 inh: inhibits human steroid receptor coactivator 2 | Q15596 | HEK293 GAL4-SRC2 luciferase reporter, luminescence | inhibition, % at 9 µM | 370,000 tested, 0.17% active;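 active means inhibition above the mean inhibition of all tested compounds plus 3 SD, set per campaign, cut at about 52% in these data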;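 further: 0% = DMSO treated cells and 100% = cells given Gossypol at 36 µM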
# HTR2A ag: agonists of mouse serotonin 5-HT2A receptor (HTR2A). AID 624169. activation, % at 7.6 µM. CHO-K1 mHTR2A beta-arrestin complementation, luminescence; percent of 30 µM serotonin response. P35363. 360,000 tested, 0.66% active;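 active means activation above a run cutoff, the mean activation of all tested compounds plus 3 SD, cut at about 14% in these data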;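 further: 0% = plate median of compound wells and 100% = 30 µM serotonin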
# Target sequence (P35363 whole entry, looked up): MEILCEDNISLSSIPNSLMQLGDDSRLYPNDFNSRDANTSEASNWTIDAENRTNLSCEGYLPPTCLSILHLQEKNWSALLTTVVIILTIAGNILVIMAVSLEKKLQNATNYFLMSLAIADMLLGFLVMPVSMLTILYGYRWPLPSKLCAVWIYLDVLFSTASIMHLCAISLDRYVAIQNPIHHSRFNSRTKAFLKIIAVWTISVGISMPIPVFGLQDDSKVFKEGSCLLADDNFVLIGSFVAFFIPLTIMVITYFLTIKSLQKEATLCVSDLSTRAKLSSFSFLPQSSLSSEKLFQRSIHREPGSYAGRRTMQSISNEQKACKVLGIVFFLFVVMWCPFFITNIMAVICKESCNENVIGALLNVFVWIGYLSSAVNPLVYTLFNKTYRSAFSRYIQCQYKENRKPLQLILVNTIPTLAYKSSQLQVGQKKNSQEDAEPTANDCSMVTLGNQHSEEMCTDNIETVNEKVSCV
# TLR9-MyD88 block: TLR9-MyD88 interaction inhibition; Q9NR96+Q99836; CHO BLA complementation TLR9-MyD88, CCF4 FRET ratio; inhibition, % at 4.98 µM; 340,000 tested, 0.21% active;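 active means inhibition above the mean over all tested compounds plus 3 SD, cut at about 21% in these data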;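 further: 0% = DMSO only wells and 100% = clavulanate BLA inhibitor control wells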
# NOD2-RIPK2 inh: NOD2-RIPK2 protein interaction inhibition; 360,000 tested, 0.38% active; O43353; inhibition, % at 4.98 µM; AID 624267; CHO BLA complementation NOD2-RIPK2, CCF4 ratio; in the data active means inhibition above about 21%;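 further: 0% = vehicle only and 100% = reference blocker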
# H9c2 protect: protects H9c2 cardiomyocytes from peroxide injury | protection from H2O2 cell death, % at 20 µM | 360,000 tested, 0.63% active | H2O2 injury protection, ATPLite, 2 h;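 active means compounds giving at least 50% protection of heart cells from peroxide-induced death in the single-dose screen, raw or plate-pattern-corrected value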;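 further: 0% = DMSO wells with peroxide and 100% = DMSO wells without peroxide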
# N-glyco inh: blocks N-linked glycosylation in D54 reporter cells; D54 ERlucT glycosylation luciferase reporter, 24 h; percent of 100 nM tunicamycin response; reporter increase, % at 12.5 µM; 360,000 tested, 0.23% active;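 active means mean luciferase reporter signal, scaled so untreated is 0 and the glycosylation-blocking control 100, at or above a set limit in every replicate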;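 further: luciferase carries N-glycosylation sites so blocking glycosylation raises the light; 0% = median of neutral control wells and 100% = median of 100 nM tunicamycin wells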
# ABHD5 PLIN5 PPI: blocks binding of human ABHD5 to perilipin-5 | AID 602281 | inhibition, % at 4 µM | 360,000 tested, 0.78% active | Split G. princeps luciferase complementation, luminescence, 4 h;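 active means inhibition above the mean inhibition across every tested compound plus 3 SD, cut at about 22% in these data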;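 further: 0% = DMSO only wells and the 100% control is not disclosed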
# Numbers without * were called inactive; x = not tested or not shown.
Molecule	MC4R barr agon	SRC2 inh	HTR2A ag	MC4R antag cAMP	H9c2 protect	NOD2-RIPK2 inh	TLR9-MyD88 block	ABHD5 PLIN5 PPI	N-glyco inh	ABCB6 inh MLPCN
CCn1nccc1NC(=O)c1ccc2sc([C@@H]3O[C@H](CO)[C@H](O)[C@H](O)[C@H]3O)nc2c1	-1.6	13	2	6	1	-3	x	4	0	101
Cc1cccc(NC(=O)CNC(=O)CN2C(=O)NC(C)(CCC(C)C)C2=O)c1C (configuration not stated)	-4.3	0	2	10	0	-6	-3	0	-1	97
CCOc1ccc(S(=O)(=O)N(CC(=O)O)c2ccc(C)cc2)cc1	-3.6	-11	-5	3	1	-2	10	-7	1	101
O=C(COc1ccccc1)Nc1ccc(S(=O)(=O)N2CCCCCC2)cc1	-1.8	-1	-3	-1	-7	-1	11	-3	-1	96
CC(C)OC(=O)c1c(-c2ccc(C(C)C)cc2)csc1NC(=O)C1CCCO1 (configuration not stated)	-0.8	-8	4	12	-15	-2	4	3	-8	86
Cc1ccc2c(CC(=O)N3CCOCC3)coc2c1	-0.2	-30	3	2	2	-5	-6	0	1	100
COc1ccc(S(=O)(=O)N2CCN(Cc3cccc(OC)c3OC)CC2)cc1	0.9	-1	-3	-1	-11	3	2	9	0	96
O=C1/C(=C\c2cc(Br)cc(Br)c2O)SC(=S)N1Cc1ccccc1	-1.5	x	-2	-3	-21	-14	-10	-3	-3	228
CC(C)c1ccc(S(=O)(=O)Nc2ccc(SC(F)F)cc2)cc1	1.5	7	0	12	-13	8	2	-29	0	106
O=S(=O)(NCCSc1ccccc1)c1ccc2c(c1)OCCO2	-0.1	-23	5	6	-18	10	5	0	3	98
CCOC(=O)c1c(NC2OC(=O)c3c2ccc(OC)c3OC)sc(C(=O)OC(C)(C)C)c1C (configuration not stated)	2.8	-26	4	7	-9	-4	-3	-6	1	99
O=[N+]([O-])c1cccc(NC(=S)NCc2ccncc2)c1	-2.8	1	-4	13	-4	-4	-5	-17	0	95
COc1ccc(CC(NC(C)=O)C(=O)NC2CCN(c3nc(C)cc(C)c3C#N)CC2)cc1 (configuration not stated)	-2.2	2	4	13	12	1	9	2	0	99
CC(=O)Nc1ccc(-c2ccnc3c2CC(C(=O)Nc2cccnc2)O3)cc1 (configuration not stated)	0.1	-4	4	-4	0	-5	x	6	13	81
CN(C)CCCOc1ccc(Cl)cc1Br	-1.1	3	-7	-5	-2	6	-2	-2	-1	100
Cc1cccc(C)c1NC(=O)c1cccc(C(=O)Nc2c(C)cccc2C)n1	-3.5	-4	1	12	6	0	1	6	11	96
CC[C@@]1(C(=O)OC)N[C@H](CN(C)C(=O)c2ccc(C)cc2)[C@@H]2C(=O)N(C)C(=O)[C@@H]21	0.5	-6	-2	10	-2	-1	10	4	0	100
CCc1c(C)nc2ncnn2c1N1CCCC(C(=O)NCc2ccco2)C1 (configuration not stated)	-1.7	-11	2	-3	-1	4	-10	1	0	98
CNC(=S)N1N=C(c2cccs2)CC1c1ccc(OC)cc1 (configuration not stated)	2.6	-11	-7	8	5	-6	-9	-4	-2	104
COc1ccc(N(C)S(=O)(=O)c2cccc(C(=O)NC3CCCC(C)C3C)c2)cc1 (configuration not stated)	-3.5	-29	-16	15	-2	-9	-3	-2	-6	92
CC(=O)Nc1ccc(SCCCC(=O)c2ccccc2)cc1	0.8	-32	3	7	-3	-1	-2	-1	0	93
Cc1cc(N)n2nc(C)c(-c3ccc(Cl)cc3)c2n1	0.8	-2	-1	-1	-10	-15	-2	-2	7	99
COC(=O)c1cc2ccccc2c(-c2c(O)ccc3ccccc23)c1O	17*	4	-1	-17	-9	10	7	-4	-2	100
CC(=O)c1c(C)[nH]c(C(=O)OCC(=O)N2CC(=O)Nc3ccccc32)c1C	0.3	-12	2	5	15	-3	-3	0	5	98
COc1ccc(/C=N/OCC(=O)N=Nc2c(O)[nH]c3ccc(Br)cc23)cc1OC	0.1	18	-1	13	22	-16	8	2	1	98
COC(=O)c1ccccc1NC(=S)NC(=O)CC(C)C	0.4	2	-4	0	5	-18	-5	-3	2	104
COc1ccc(CCC(=O)Nc2ccc3c(c2)OCO3)cc1OC	-1.9	-3	10	8	0	-5	-9	-5	-3	93
O=C(CNCc1ccccc1)Nc1cccc(Cl)c1Cl	4.5	11	8	-2	-7	1	-13	-1	0	98
CC(C)(C)C(=O)NC1CC2CCCC(C1)N2C(=O)Nc1cccc(Cl)c1 (configuration not stated)	-1.6	-20	1	17	3	6	-14	-7	0	97
Cn1nnnc1Sc1ncnc2scc(-c3ccccc3Br)c12	-1.6	24	-3	-2	3	4	4	13	-4	94
CN(C)S(=O)(=O)c1ccc(S(=O)(=O)N(Cc2ccco2)Cc2ccccc2Cl)cc1	0.0	x	-3	-5	-2	-14	-4	-3	-14	93
Cc1ccc(-c2nc(-c3ccncc3)no2)cc1	-0.7	-51	8	6	-11	-3	-3	0	-12	92
COc1ccccc1NC(=O)CSc1nnc(-c2ccoc2C)n1CCc1ccccc1	-1.6	-2	-8	0	17	5	-8	1	-4	96
N#Cc1ccc(Oc2ccc(C(N)=O)cc2)cc1C#N	0.7	-18	-2	-2	-7	-6	-3	0	-1	95
COc1ccc(CC(NC(C)=O)C(=O)NC2CCN(C(=O)Nc3ccccc3Cl)CC2)cc1OC (configuration not stated)	-1.0	-25	1	4	8	3	2	-7	0	84
Cc1cnc(C(=O)OCC(=O)Nc2ccccc2-c2ccccc2)cn1	-3.3	13	3	2	-1	4	2	-4	0	85
Cc1cc(Cl)c2oc(C(=O)N3CCC(O)(c4ccccc4)CC3)c(C)c2c1	3.3	9	-4	0	9	-8	0	-6	2	102
COc1ccc(NC(=O)Nc2ccc3nccnc3c2)cc1	0.4	-41	-4	12	-4	-4	-3	1	-2	102
CC(C)CCNC(=O)CO/N=C/c1ccccc1OC(F)F	-0.2	6	-1	-2	-1	0	9	-1	-5	96
CCCC(=O)N1CCC1(C)C(=O)Nc1ccc(-n2cccc2)cc1 (configuration not stated)	-0.3	x	-5	-2	12	8	x	-4	-2	93
Cc1ccc(S(=O)(=O)N2CCN(C(=O)c3cc4c(s3)CCC(C)C4)CC2)cc1 (configuration not stated)	-0.9	6	-3	8	-17	-15	3	-13	-3	98
O=[N+]([O-])c1cccnc1Oc1ccccc1F	-0.9	-15	-1	3	-1	-4	2	-10	-1	94
Cc1sc2ncnc(OCC(=O)NCc3cccs3)c2c1C	0.6	7	1	1	43	-8	7	1	1	96
Cc1cc(=O)oc2c3c(ccc12)OC/C3=N/N	0.4	-2	-8	10	3	-6	-7	2	11	101
CC1CCCN(C(=O)COC(=O)C2=COCCO2)C1 (configuration not stated)	-2.4	-15	-1	13	2	-1	2	5	-1	98
CCCC(=O)N1CCC1(C)C(=O)Nc1ccc2nccnc2c1 (configuration not stated)	1.1	-9	7	4	1	-12	x	-1	0	97
O=C(c1cc(Br)c(Br)s1)N1CCc2ccccc2C1	-1.5	-20	2	-2	-5	1	-3	-5	-4	95
COc1ccc(CCC(C)NCc2cccc(Br)c2)cc1 (configuration not stated)	2.1	-29	-1	4	2	1	-7	1	1	99
CCOC(=O)[C@]12CCCC=C1N(Cc1ccco1)C(=O)[C@H](CC(=O)N1CCN(C(=O)c3ccco3)CC1)C2	x	-21	5	x	x	-18	x	0	x	98
C[C@@H]1CN([C@@H](C)CO)S(=O)(=O)c2ccc(Br)cc2O[C@H]1CN(C)C(=O)Nc1ccc2c(c1)OCO2	-0.6	-16	-3	9	24	-4	1	-8	1	104
O=C(CN1C(=O)/C(=C/c2cccc(Br)c2)SC1=S)NC1=NCCS1	-1.6	10	-3	-6	-6	-12	-3	1	-4	104
O=C(Nc1ccccc1-c1nnc(SCc2ccc(Cl)cc2)o1)c1ccccc1	-0.5	8	-4	0	5	-5	-9	-2	11	96
COc1ccc(OC)c(-c2nn(-c3ccccc3)cc2C(=O)NCC(c2cccs2)N2CCOCC2)c1 (configuration not stated)	-1.4	12	4	18	0	-2	5	1	-4	188
Cc1cc2ncn(S(=O)(=O)c3ccc(S(N)(=O)=O)cc3)c2cc1C	-0.6	5	-6	15	0	-4	-13	-2	-1	102
CCOc1ccc(N(CC(=O)NCc2ccccc2)S(=O)(=O)c2c(C)noc2C)cc1	0.1	-32	-6	0	3	-6	5	-13	0	100
COc1ccc(CN(C)C(=O)c2ccc(Oc3ccccc3)cc2)cc1F	-0.2	-2	1	-2	-4	-7	7	1	-4	91
CCOc1ccc(S(=O)(=O)Nc2cc(OC)ccc2OC)cc1	-2.3	9	2	-21	-9	7	4	4	18	98
Cc1c(Cl)cccc1NC(=O)Cn1cc(C(F)(F)F)cc(Cl)c1=O	-2.4	-4	-2	0	1	-5	3	-5	-7	95
CCCCn1c(-c2ccsc2)nc2c1c(=O)[nH]c(=O)n2CCC	-1.3	-2	0	21	2	-8	-3	1	5	96
CCOC(=O)c1c[nH]c2c(Cl)c(Cl)ccc2c1=O	0.6	-13	1	0	-2	-1	0	-1	0	84

# Next part
Molecule	MC4R barr agon	SRC2 inh	HTR2A ag	MC4R antag cAMP	H9c2 protect	NOD2-RIPK2 inh	TLR9-MyD88 block	ABHD5 PLIN5 PPI	N-glyco inh	ABCB6 inh MLPCN
CCOC(=O)N1CCN(c2cc(=O)n(-c3cccc(C)c3)c(=O)[nH]2)CC1	-0.4	-23	-2	11	5	-10	-10	2	2	103
CC(C)NC(=O)C1(C)CCCN1Cc1ccccc1 (configuration not stated)	-1.7	12	-4	3	12	-1	x	-4	1	97
Cc1ccc(-c2noc(CN(C(=O)CCN3C(=O)c4ccccc4C3=O)C(C)C)n2)cc1	4.1	-1	-6	0	-6	1	5	8	1	95
CN(CCOc1ccc(Cl)cc1)C(=O)C1CCN(C(=O)c2ccc(F)cc2)CC1	-1.4	2	-2	13	2	-7	-12	3	1	99
COC(=O)[C@@]12CCCCN1[C@H](c1ccc(-c3ccc(F)cc3)c(OC)c1)[C@H]1C(=O)N(C)C(=O)[C@H]12	-1.7	-11	0	9	-14	-5	3	2	-6	99
COc1ccc(C2C(C(=O)Nc3ccc4c(c3)OCCO4)c3ccccc3C(=O)N2C)cc1 (configuration not stated)	0.9	4	3	6	-10	-8	0	4	-3	100
O=C(O)CCC(=O)N1CCN(c2nc(-c3ccccc3)c3ccccc3n2)CC1	-0.4	14	-10	0	-1	-4	3	7	4	90
CCC(CC)C(=O)NCCc1cc2ccc(C)cc2[nH]c1=O	-0.2	-6	21*	4	-3	0	-10	2	1	88
COc1cc(/C=N/NC(=O)C[n+]2ccccc2)cc(OC)c1OC	1.8	-29	2	5	2	2	-9	-1	-1	102

# Bioassay records from PubChem BioAssay.

# Some of the compounds tested; the hit share may differ from the screen's.
